High-throughput results as filed in PubChem.
Rv3671c protease – inhibitors of M. tuberculosis serine protease Rv3671c | actives 0.048% (n = 320,000) | AID 2606 | P9WHR9 | inhibition, % at 5.96 µM; in the data active = inhibition above about 38%;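 also: extracellular domain of Rv3671c used as enzyme; 0% = enzyme with DMSO and 100% = no enzyme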
Target sequence (P9WHR9 whole entry, looked up, the tested form may be a part): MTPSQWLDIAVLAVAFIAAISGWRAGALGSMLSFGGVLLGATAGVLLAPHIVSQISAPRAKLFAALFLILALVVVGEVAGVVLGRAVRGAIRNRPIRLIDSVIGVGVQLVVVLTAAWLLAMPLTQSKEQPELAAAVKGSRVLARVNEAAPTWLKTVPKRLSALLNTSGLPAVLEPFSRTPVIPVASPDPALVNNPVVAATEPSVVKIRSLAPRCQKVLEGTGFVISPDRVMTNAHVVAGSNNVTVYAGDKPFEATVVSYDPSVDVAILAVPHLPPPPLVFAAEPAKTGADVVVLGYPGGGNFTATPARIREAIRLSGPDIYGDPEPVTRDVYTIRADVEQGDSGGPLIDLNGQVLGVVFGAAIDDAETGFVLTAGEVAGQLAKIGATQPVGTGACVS
DUSP3 inh – DUSP3 (human) phosphatase inhibition; AID 1654; actives 0.52% (n = 290,000); inhibition, % at 13.3 µM; recombinant VHR phosphatase, pNPP absorbance; P51452; in the data active = inhibition above about 50%; also: some compounds called inactive have numbers as strong as hits
Target sequence (P51452 whole entry, looked up): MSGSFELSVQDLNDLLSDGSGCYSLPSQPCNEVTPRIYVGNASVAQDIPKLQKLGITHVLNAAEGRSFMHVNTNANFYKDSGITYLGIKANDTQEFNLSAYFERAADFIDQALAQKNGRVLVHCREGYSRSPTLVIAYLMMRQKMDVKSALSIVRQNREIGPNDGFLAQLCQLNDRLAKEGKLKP
SSB-PriA inh – blocks PriA binding to SSB C-terminal tail. AID 1272365. inhibition, % at 33 µM. AlphaScreen SSBct-PriA binding, biotinylated peptide. actives 0.6% (n = 430,000); in the data active = inhibition mostly above about 37%, no sharp cut-off; inactive = mostly below about 20%;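 also: plate controls were negative control peptide for no effect and reference peptide for full effect; strong numbers were not always called active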
BH1578 lux ind – inducers of Vibrio cholerae quorum light production without autoinducers; V. cholerae BH1578 lux reporter, luminescence, 6 h; activation, % at 18.7 µM; actives 0.16% (n = 350,000); AID 588436; in the data active = activation mostly above about 9.7%, no sharp cut-off; also: not every result past the cut was called active; inactives centre near 0; reference of the scale not given here
TcdB inh – TcdB glycohydrolase inhibition. actives 0.24% (n = 350,000). TcdB glycohydrolase enzymatic assay, plate reader. AID 652162. inhibition, % at 9.99 µM; in the data active = inhibition above about 10%
Y pestis TopoI – Y. pestis Topo-I inhibition via cleavage products; Y. pestis Topo-I cleavage product accumulation, plate reader; activity, % at 10 µM; actives 0.064% (n = 360,000); AID 504884; in the data active = activity above about 50%, passing the limit was not always enough; also: inactives centre near 2
CCHF vOTU inh – CCHFV vOTU protease inhibition. Pep-AMC fluorescence. inhibition, % at 11.5 µM. actives 0.55% (n = 370,000). AID 651958; in the data active = inhibition above about 30%; also: 0% = vehicle wells with enzyme and 100% = no enzyme wells
3CLpro inhibitor – SARS-CoV 3CLpro protease inhibition; P0C6X7; recombinant SARS-CoV 3CLpro, quenched FRET peptide cleavage; inhibition, % at 6 µM; actives 0.14% (n = 290,000); AID 1706; in the data active = inhibition above about 12%
PrPC TRFRET – reduces human prion protein on the cell surface; cell surface PrPC, TR-FRET read-out; inhibition, % at 13.8 µM; actives 0.43% (n = 370,000); in the data active = inhibition above about 24%; also: 0% = median of the test wells and 100% = reference compound wells
MazEF act – MazEF (E. coli) toxin RNase activation | P0AE70 | FAM/BHQ RNA-DNA oligo cleavage fluorescence, 5 h | activation, % at 20 µM | actives 0.32% (n = 350,000) | AID 504720; in the data active = activation above about 50%
Target sequence (P0AE70 whole entry, looked up): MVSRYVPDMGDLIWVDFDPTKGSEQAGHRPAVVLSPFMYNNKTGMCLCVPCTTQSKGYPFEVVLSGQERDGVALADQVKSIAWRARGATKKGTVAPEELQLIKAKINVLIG
The depositor's hits bear a star. This is a subset, so the mix of outcomes need not match the whole.

For C=CC(COCc1ccccc1)N(CC(=O)OC)S(=O)(=O)c1cc(Br)ccc1OC (stereo unspecified) the results were Rv3671c protease 0, SSB-PriA inh -11, BH1578 lux ind inactive, TcdB inh -7.5, Y pestis TopoI 30, CCHF vOTU inh 16, PrPC TRFRET 9 and MazEF act -1.
`O=C(Nc1ccc2nn(-c3ccc(F)cc3)nc2c1)c1cccnc1` gave Rv3671c protease -4, DUSP3 inh 9, SSB-PriA inh -7, BH1578 lux ind inactive, TcdB inh 0.4, Y pestis TopoI -3, CCHF vOTU inh -5, 3CLpro inhibitor 0, PrPC TRFRET 2 and MazEF act -31.
`Cc1cc(C)cc(N(C(=O)c2sc(C)nc2C)C(C(=O)NC(C)(C)C)c2ccncc2)c1` (stereo unspecified) gave Rv3671c protease 1, DUSP3 inh 16, SSB-PriA inh -14, BH1578 lux ind -0.3, TcdB inh -1.1, Y pestis TopoI 1, CCHF vOTU inh -4, 3CLpro inhibitor 3, PrPC TRFRET 6 and MazEF act -4.
`O=C(Nc1ccccc1F)Nc1ccccc1N1CCCCC1` gave Rv3671c protease -6, DUSP3 inh 10, SSB-PriA inh -11, BH1578 lux ind -0.3, TcdB inh 0.5, Y pestis TopoI 1, CCHF vOTU inh 17, 3CLpro inhibitor 4, PrPC TRFRET 0 and MazEF act -10.
COc1ccc2cc(/C=C/C(=O)N3CCN(CC(=O)N4CCCCCC4)CC3)ccc2c1 was read as Rv3671c protease 0, DUSP3 inh 10, SSB-PriA inh -8, BH1578 lux ind 0.6, Y pestis TopoI 14, 3CLpro inhibitor 4 and MazEF act 6.
For O=C(CCN1C(=O)C2C3CCC(C3)C2C1=O)Nc1ccccc1Cl (stereo unspecified) the results were Rv3671c protease -5, DUSP3 inh 18, SSB-PriA inh -10, BH1578 lux ind 0.5, TcdB inh 1.1, Y pestis TopoI -3, CCHF vOTU inh 13, 3CLpro inhibitor 3, PrPC TRFRET 3 and MazEF act 2.
For O=C(O)CN(Cc1ccco1)S(=O)(=O)c1ccccc1 the results were Rv3671c protease 2, DUSP3 inh 11, SSB-PriA inh -1, BH1578 lux ind -0.1, Y pestis TopoI 0, CCHF vOTU inh 10, 3CLpro inhibitor 4, PrPC TRFRET -5 and MazEF act -2.
For O=C1C2CCCN2C(=S)N1c1ccccc1 (stereo unspecified) the results were DUSP3 inh -4, SSB-PriA inh 0, BH1578 lux ind inactive, TcdB inh 0.7, Y pestis TopoI 5, CCHF vOTU inh -6, 3CLpro inhibitor -5, PrPC TRFRET 3 and MazEF act 8.
CCOC(=O)C1=C(C)N(CCCCCC(=O)O)C(=O)NC1c1ccccc1OC(=O)c1cccs1 (stereo unspecified) was read as Rv3671c protease -5, DUSP3 inh 1, SSB-PriA inh 3, TcdB inh -10, CCHF vOTU inh 10, 3CLpro inhibitor 4, PrPC TRFRET 11 and MazEF act -2.
`Cn1c(-c2ccc(Br)o2)nc2ccccc21` gave Rv3671c protease 1, DUSP3 inh 22, SSB-PriA inh -10, BH1578 lux ind inactive, Y pestis TopoI 2, CCHF vOTU inh 8, 3CLpro inhibitor 1, PrPC TRFRET 4 and MazEF act -6.
Screening CCCC(=O)Nc1ccc2c(c1)c1ccccc1n2CC returned Rv3671c protease 6, DUSP3 inh -10, SSB-PriA inh -1, BH1578 lux ind -0.3, TcdB inh 0.0, Y pestis TopoI -1, CCHF vOTU inh 3, 3CLpro inhibitor 0, PrPC TRFRET 0 and MazEF act 5.
For O=C(NC(=S)Nc1ccccc1)C1CCCCC1 the results were Rv3671c protease 9, DUSP3 inh 5, SSB-PriA inh -9, BH1578 lux ind -0.1, TcdB inh -0.5, Y pestis TopoI 12, CCHF vOTU inh 12, 3CLpro inhibitor 7, PrPC TRFRET -1 and MazEF act 2.

The final two records of the section above lead into the next.
Screening CCCC(=O)Nc1ccc2c(c1)c1ccccc1n2CC returned Rv3671c protease 6, DUSP3 inh -10, SSB-PriA inh -1, BH1578 lux ind -0.3, TcdB inh 0.0, Y pestis TopoI -1, CCHF vOTU inh 3, 3CLpro inhibitor 0, PrPC TRFRET 0 and MazEF act 5.
For O=C(NC(=S)Nc1ccccc1)C1CCCCC1 the results were Rv3671c protease 9, DUSP3 inh 5, SSB-PriA inh -9, BH1578 lux ind -0.1, TcdB inh -0.5, Y pestis TopoI 12, CCHF vOTU inh 12, 3CLpro inhibitor 7, PrPC TRFRET -1 and MazEF act 2.
COc1ccccc1C(=O)CN1C(=O)NC2(CCCc3ccccc32)C1=O (stereo unspecified) was read as Rv3671c protease 3, SSB-PriA inh 0, BH1578 lux ind inactive, TcdB inh 3.6, Y pestis TopoI -3, CCHF vOTU inh 17, PrPC TRFRET 1 and MazEF act 5.
O=C(NCc1cccs1)C1CCN(S(=O)(=O)c2cccc3cccnc23)CC1 was read as Rv3671c protease 1, DUSP3 inh 34, SSB-PriA inh -14, BH1578 lux ind -0.2, TcdB inh -0.3, Y pestis TopoI 1, CCHF vOTU inh 4, PrPC TRFRET -4 and MazEF act 5.
Screening O=C(Cn1cnc2c(nnn2Cc2ccc(Cl)cc2)c1=O)NC1CCCC1 returned Rv3671c protease -2, DUSP3 inh 15, SSB-PriA inh -5, BH1578 lux ind -0.4, Y pestis TopoI 1, CCHF vOTU inh -2, 3CLpro inhibitor -1, PrPC TRFRET -3 and MazEF act -33.
For Cc1ccc(NS(=O)(=O)c2ccc(OCC(N)=O)cc2)cc1 the results were Rv3671c protease 1, DUSP3 inh 17, SSB-PriA inh -3, BH1578 lux ind 2.4, TcdB inh 0.8, Y pestis TopoI -4, CCHF vOTU inh 7, 3CLpro inhibitor -1, PrPC TRFRET 8 and MazEF act 7.
`COCCCNC(=O)CSc1nc2cc(C(=O)NCCOC)ccc2c(=O)n1Cc1ccc2c(c1)OCO2` gave Rv3671c protease -14, DUSP3 inh 13, SSB-PriA inh -9, BH1578 lux ind inactive, TcdB inh 1.0, Y pestis TopoI 9, CCHF vOTU inh 1, 3CLpro inhibitor -3, PrPC TRFRET 0 and MazEF act 3.
For CCOC(=O)c1[nH]c(C)c(C(=O)NCc2ccco2)c1C the results were Rv3671c protease -9, DUSP3 inh -10, SSB-PriA inh -2, BH1578 lux ind -0.3, TcdB inh -0.7, Y pestis TopoI 8, CCHF vOTU inh -3, 3CLpro inhibitor 0, PrPC TRFRET 4 and MazEF act 20.
O=C(CCN1CCOCC1)NC12CC3CC(CC(C3)C1)C2 was read as Rv3671c protease -4, DUSP3 inh -16, SSB-PriA inh 2, BH1578 lux ind inactive, TcdB inh 2.0, Y pestis TopoI -3, CCHF vOTU inh -16, 3CLpro inhibitor 1, PrPC TRFRET 4 and MazEF act -1.
Cc1ccc(CC(=O)Nc2nnc(-c3ccc(F)cc3)o2)c(C)c1 was read as Rv3671c protease 3, DUSP3 inh 4, SSB-PriA inh -3, BH1578 lux ind -2.0, Y pestis TopoI 5, 3CLpro inhibitor 0 and MazEF act 1.
For COc1cccc(NC(=O)Nc2c(C)n(C)n(-c3ccccc3)c2=O)c1 the results were Rv3671c protease -6, DUSP3 inh 17, SSB-PriA inh -10, BH1578 lux ind 0.3, Y pestis TopoI 4, CCHF vOTU inh -9, 3CLpro inhibitor 0, PrPC TRFRET -3 and MazEF act 5.
`Cc1cccc(C)c1-n1nnnc1SCSc1nnnn1-c1c(C)cccc1C` gave Rv3671c protease 5, DUSP3 inh -1, SSB-PriA inh -22, BH1578 lux ind inactive, Y pestis TopoI -7, CCHF vOTU inh -1, 3CLpro inhibitor 6, PrPC TRFRET 2 and MazEF act -2.
`COc1ccc(N2C(=O)c3ccccc3NC2c2ccc(OC)c(COc3ccccn3)c2)cc1` (stereo unspecified) gave Rv3671c protease 6, DUSP3 inh 8, SSB-PriA inh 1, BH1578 lux ind -0.2, Y pestis TopoI 13, CCHF vOTU inh -8, 3CLpro inhibitor 5, PrPC TRFRET 6 and MazEF act 5.
For COCCN(C(=O)c1csnn1)C(C(=O)NC1CCCC1)c1ccc(C)cc1 (stereo unspecified) the results were Rv3671c protease 0, DUSP3 inh 12, SSB-PriA inh 1, BH1578 lux ind -3.8, TcdB inh -0.5, Y pestis TopoI 8, CCHF vOTU inh -2, 3CLpro inhibitor -2, PrPC TRFRET 1 and MazEF act 12.
CN(C)C1N(C(=O)c2ccccc2)N=C2c3ccccc3S(=O)(=O)N21 (stereo unspecified) was read as Rv3671c protease -3, DUSP3 inh 11, SSB-PriA inh -3, BH1578 lux ind -0.2, TcdB inh 0.6, Y pestis TopoI -11, CCHF vOTU inh -8, 3CLpro inhibitor 3, PrPC TRFRET 9 and MazEF act 5.
`CC(CCCN(C)C)C(Cc1ccccc1)c1ccccc1` (stereo unspecified) gave Rv3671c protease 1, SSB-PriA inh -3, BH1578 lux ind inactive, TcdB inh 1.7, Y pestis TopoI -13, CCHF vOTU inh -17, PrPC TRFRET -5 and MazEF act 8.
Screening Cc1cccc(N2CCN(CC(O)COc3ccccc3)CC2)c1 (stereo unspecified) returned SSB-PriA inh 0, BH1578 lux ind -4.3, TcdB inh 0.1, Y pestis TopoI 5, CCHF vOTU inh -4, PrPC TRFRET 0 and MazEF act 2.
CC(O)CNc1ccc(-c2nn(C)c(=O)c3ccccc23)cc1[N+](=O)[O-] (stereo unspecified) was read as Rv3671c protease 3, DUSP3 inh 2, SSB-PriA inh 3, BH1578 lux ind -1.4, TcdB inh 3.7, Y pestis TopoI 0, CCHF vOTU inh -2, 3CLpro inhibitor 2, PrPC TRFRET -27 and MazEF act 17.
`CCOc1cc(C(=O)N2CCC3(CC2)NCCc2[nH]cnc23)cc(OCC)c1OCC` gave Rv3671c protease 4, DUSP3 inh -31, SSB-PriA inh -1, BH1578 lux ind -2.0, TcdB inh 0.1, Y pestis TopoI -6, CCHF vOTU inh 7, 3CLpro inhibitor 5, PrPC TRFRET -4 and MazEF act 4.
`CC1(Oc2ccc(-n3ccnc3)cc2)CCN(Cc2cccn2-c2nccs2)C1` (stereo unspecified) gave BH1578 lux ind inactive, TcdB inh 1.3, Y pestis TopoI 6, CCHF vOTU inh 3 and PrPC TRFRET -2.
CC(=O)NCc1ccc2[nH]c(C)cc2c1 was read as Rv3671c protease 4, DUSP3 inh 2, SSB-PriA inh -4, BH1578 lux ind -0.2, TcdB inh 1.0, Y pestis TopoI 8, CCHF vOTU inh -2, 3CLpro inhibitor -5, PrPC TRFRET -5 and MazEF act 1.
For Cc1ccc(S(=O)(=O)Oc2ccccc2/C=C2\SC(=O)NC2=O)cc1 the results were Rv3671c protease -1, DUSP3 inh 14, BH1578 lux ind -0.2, TcdB inh 11*, Y pestis TopoI 1, CCHF vOTU inh 6, 3CLpro inhibitor -1, PrPC TRFRET 9 and MazEF act 2.

Structures from the list above that have an aryl methoxy group, in the order listed:
For C=CC(COCc1ccccc1)N(CC(=O)OC)S(=O)(=O)c1cc(Br)ccc1OC (stereo unspecified) the results were Rv3671c protease 0, SSB-PriA inh -11, BH1578 lux ind inactive, TcdB inh -7.5, Y pestis TopoI 30, CCHF vOTU inh 16, PrPC TRFRET 9 and MazEF act -1.
COc1ccc2cc(/C=C/C(=O)N3CCN(CC(=O)N4CCCCCC4)CC3)ccc2c1 was read as Rv3671c protease 0, DUSP3 inh 10, SSB-PriA inh -8, BH1578 lux ind 0.6, Y pestis TopoI 14, 3CLpro inhibitor 4 and MazEF act 6.
COc1ccccc1C(=O)CN1C(=O)NC2(CCCc3ccccc32)C1=O (stereo unspecified) was read as Rv3671c protease 3, SSB-PriA inh 0, BH1578 lux ind inactive, TcdB inh 3.6, Y pestis TopoI -3, CCHF vOTU inh 17, PrPC TRFRET 1 and MazEF act 5.
For COc1cccc(NC(=O)Nc2c(C)n(C)n(-c3ccccc3)c2=O)c1 the results were Rv3671c protease -6, DUSP3 inh 17, SSB-PriA inh -10, BH1578 lux ind 0.3, Y pestis TopoI 4, CCHF vOTU inh -9, 3CLpro inhibitor 0, PrPC TRFRET -3 and MazEF act 5.
`COc1ccc(N2C(=O)c3ccccc3NC2c2ccc(OC)c(COc3ccccn3)c2)cc1` (stereo unspecified) gave Rv3671c protease 6, DUSP3 inh 8, SSB-PriA inh 1, BH1578 lux ind -0.2, Y pestis TopoI 13, CCHF vOTU inh -8, 3CLpro inhibitor 5, PrPC TRFRET 6 and MazEF act 5.
